PDI turbidity – PDI (human) enzyme inhibition. PDI insulin aggregation turbidity, A650, 90 min. 350,000 compounds, 0.052% hits. inhibition, % at 10 µM;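 active = mean inhibition across replicates of 30% or more, whatever share of single replicates reach that level; inconclusive = mean inhibition below 30% while every single replicate reaches 30%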;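 also: absorbance from insulin aggregation driven by PDI reduction with DTT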
Vif imaging – HIV Vif inhibition. HEK293T cells, Vif self-association by quenched fluorescence, imaging, 24 h. inhibition, % at 7.49 µM. 340,000 compounds, 0.35% hits; in the data active = inhibition above about 50%, passing the limit was not always enough; inconclusive = no clear call, values can overlap the other calls; inactive = below about 31%; also: some results filed as inactive read as strong as hits
CaV13 FRET inh – Primary screen for inhibitors of IQ motif and Ca2+-dependent inactivation inhibitor domain binding in CACNA1D, Förster resonance energy transfer in living cells, …. HEK cells, CFP/YFP FRET ICDI-IQ, plate reader, 10 min; percent FRET-ratio fall versus neutral wells. inhibition, % at 12.3 µM. 340,000 compounds, 0.098% hits;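 active = mean replicate inhibition of at least 30% and at least 1% of replicates passing that level; inconclusive = only one of the two criteria is met; inactive = neither criterion is met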;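 also: 0% = median of the neutral control wells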
aDG glyco up – alpha-DG glycosylation activation; Pro5-aDG cells, alpha-DG glycosylation AlphaScreen (IIH6); 0% Pro5, 100% B10-LARGE cell signal; AID 624168; activation, % at 10 µM; 360,000 compounds, 0.22% hits;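 active = activation of at least 8% versus controls, or a plate z-score of at least 8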;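 also: Pro5 are CHO cells carrying HIG-tagged alpha-DG that lacks glycosylation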
m5-HT2A agonist – activates the mouse 5-HT2A serotonin receptor; activation, % at 7.6 µM; 360,000 compounds, 0.66% hits; CHO-K1 mHTR2A beta-arrestin complementation, luminescence; percent of 30 µM serotonin response;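 active = activation above a run cutoff, the mean activation of all tested compounds plus 3 SD, cut at about 14% in these data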;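 also: 0% = plate median of compound wells and 100% = 30 µM serotonin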
MC4R barr agon – human MC4R agonism via beta-arrestin; AID 540308; activation, % at 8.9 µM; 360,000 compounds, 0.98% hits; P32245; U2OS MC4R beta-arrestin complementation, luminescence; percent of melanotan II response, DMSO zero;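 active = activation above a per-plate cutoff, the mean activation of sample wells on that plate plus 3 SD, cut at about 8% in these data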
Glyco luc inh – N-linked glycosylation inhibition; D54 ERlucT glycosylation luciferase reporter, 24 h; percent of 100 nM tunicamycin response; AID 588692; reporter increase, % at 12.5 µM; 360,000 compounds, 0.23% hits;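 active = mean luciferase reporter signal, scaled so untreated is 0 and the glycosylation-blocking control 100, at or above a set limit in every replicate; inconclusive = mean reaches the limit but not every replicate does; inactive = mean below the limit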;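 also: luciferase carries N-glycosylation sites so blocking glycosylation raises the light; 0% = median of neutral control wells and 100% = median of 100 nM tunicamycin wells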
ABCB6 inh 2 – blocks the human ABCB6 transporter; Q9NP58; 360,000 compounds, 0.19% hits; K562-ABCB6 porphyrin accumulation, flow cytometry, 1 h; stronger effect = lower value; fluorescence ratio to DMSO, % at 10 µM;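 active = fluorescence ratio to DMSO below 75%, the collection mean minus 3 SD; inconclusive = too few cells collected in the well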;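 also: signal is porphyrin accumulated inside mitochondria; 100% equals median channel fluorescence of DMSO control wells; lower ratio means ABCB6 inhibition with less porphyrin fluorescence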
Target sequence (Q9NP58 whole entry, looked up): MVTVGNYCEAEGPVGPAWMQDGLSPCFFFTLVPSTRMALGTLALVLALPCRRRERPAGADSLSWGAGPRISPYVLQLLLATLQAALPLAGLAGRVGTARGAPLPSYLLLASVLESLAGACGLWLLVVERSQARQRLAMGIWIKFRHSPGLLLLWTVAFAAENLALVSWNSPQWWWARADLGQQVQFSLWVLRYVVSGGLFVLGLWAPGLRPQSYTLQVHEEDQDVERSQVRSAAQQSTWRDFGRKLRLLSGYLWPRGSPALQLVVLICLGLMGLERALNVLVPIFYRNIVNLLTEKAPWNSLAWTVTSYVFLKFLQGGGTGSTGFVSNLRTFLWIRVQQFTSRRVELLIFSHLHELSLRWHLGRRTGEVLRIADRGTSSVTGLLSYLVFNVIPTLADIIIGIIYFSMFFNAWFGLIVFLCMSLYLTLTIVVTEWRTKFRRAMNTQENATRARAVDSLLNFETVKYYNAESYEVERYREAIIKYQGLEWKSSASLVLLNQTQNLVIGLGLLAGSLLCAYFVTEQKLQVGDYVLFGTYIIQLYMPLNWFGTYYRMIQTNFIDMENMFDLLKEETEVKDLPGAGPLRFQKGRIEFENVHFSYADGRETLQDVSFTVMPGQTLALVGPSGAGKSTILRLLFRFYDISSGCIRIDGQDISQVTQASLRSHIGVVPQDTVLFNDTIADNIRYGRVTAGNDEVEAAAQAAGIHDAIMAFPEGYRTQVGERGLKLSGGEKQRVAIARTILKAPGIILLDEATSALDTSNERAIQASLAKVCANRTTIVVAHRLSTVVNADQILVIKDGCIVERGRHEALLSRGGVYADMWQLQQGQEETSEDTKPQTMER
MC4R antag cAMP – blocks human MC4R cAMP signaling. inhibition, % at 6.5 µM. 360,000 compounds, 0.48% hits. MC4R-expressing cells, MTII-stimulated cAMP, LANCE TR-FRET;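 active = inhibition above its plate's cutoff, the mean of tested wells on that plate plus 3 SD, cut at about 29% in these data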;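 also: 0% = Melanotan II alone and 100% = Melanotan II plus saturating MCL0020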
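System: U2OS cells stably expressing human melanocortin 4 receptor (MC4R). Reagent: Melanotan II challenge after compound preincubation. Doses: 6.5 µM. Times: 30-min compound, 1-h challenge, 1-h detection, room temperature. Measured by: TR-FRET with Eu-cAMP and labeled anti-cAMP, 671 nm. Replicates: singlicate.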
H9c2 protect – protects H9c2 cardiomyocytes from peroxide injury; protection from H2O2 cell death, % at 20 µM; 360,000 compounds, 0.63% hits; H2O2 injury protection, ATPLite, 2 h;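 active = compounds giving at least 50% protection of heart cells from peroxide-induced death in the single-dose screen, raw or plate-pattern-corrected value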;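 also: 0% = DMSO wells with peroxide and 100% = DMSO wells without peroxide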
* = called active by the depositor; ? = inconclusive; / = not tested or not shown; & = joins results of further samples. Rows are unselected (roughly 3.6% active in at least one column).

SMILES	PDI turbidity	Vif imaging	CaV13 FRET inh	aDG glyco up	m5-HT2A agonist	MC4R barr agon	Glyco luc inh	ABCB6 inh 2	MC4R antag cAMP	H9c2 protect
COc1ccc(N=Nc2ccc3ccccc3c2)c(O)c1	13	?	-6	-0.5	2	-2.0	-16	99	1	-19
O=C(NCCN1C(=O)S/C(=C\c2ccccc2)C1=O)c1cc(S(=O)(=O)N2CCOCC2)c(Cl)cc1Cl	0	-3	-18	0.2	-1	1.3	-3	96	7	6
Nc1nc(=S)c2ncn([C@@H]3O[C@H](CO)[C@@H](O)[C@H]3O)c2[nH]1	3	-3	-6	0.0	-3	0.1	?	103	0	-2
O=C1OC(N2CCN(C/C=C/c3ccccc3)CC2)c2ccccc21 (configuration not stated)	1	18	-3	-0.2	-5	0.7	-1	100	-2	0
Cc1ccc(NC(=O)C2CSC3(C)CCC(=O)N23)cc1S(=O)(=O)N1CCCCCC1 (configuration not stated)	-4	-2	-6	0.1	-3	-1.9	-1	102	19	-4
Cn1cnnc1SC1c2cccc3cccc(c23)C1NS(=O)(=O)c1ccc(Cl)cc1 (configuration not stated)	-1	8	-6	0.0	-1	-0.3	-5	105	13	0
CC(=O)Nc1ccc(NC(=O)C(C)OC(=O)c2cccc(S(=O)(=O)N3CCCC3)c2)cc1 (configuration not stated)	3	/	-4	0.0	7	-2.6	0	98	1	2
CC(=O)c1ccc(-c2cccc(-c3cc(=O)oc4ccc(C(C)(C)C)cc34)c2)cc1	7	-6	-6	-0.1	-2	0.1	-5	101	-32	-5
COc1cc2c(cc1OC)CN(c1nc(CN3CCOCC3)nc3sc4c(c13)CCC(C)C4)CC2 (configuration not stated)	0	-2	-2	-0.1	-5	-0.4	-6	98	14	18
CC(C)C[C@H](NS(=O)(=O)c1ccc(Br)cc1)C(=O)O	-14	0	-5	-0.2	5	-0.5	2	94	-4	1
O=C(N/N=C/c1cccc([N+](=O)[O-])c1)c1cc(-c2ccc3c4c(cccc24)CC3)n[nH]1	8	-13	-4	0.4	-4	-4.1	0	101	4	1
CC(=O)N(C)c1ccc(N=Cc2c(O)ccc3ccccc23)cc1	7	3	-6	-0.1	-2	-0.6	4	94	-4	8
CC(C)c1nnc(NC(=O)C2CCCN(C(=O)Nc3ccc(F)cc3)C2)s1 (configuration not stated)	-2	-8	-3	0.0	1	-0.5	0	94	1	0
COc1ccc(/C=C/c2nc3ccccc3n2C)cc1	-10	2	8	0.3	-1	0.6	-21	97	-8	-24
O=C(CCCN1C(=O)c2ccccc2C1=O)Nc1ccccn1	-5	-1	-6	-0.2	3	0.3	2	87	6	3
Cc1ccc(NC(=O)COC(=O)CSC(=S)N2CCOCC2)cc1C	1	8	-2	-0.2	-5	-1.8	1	94	6	1
Cc1sc(NC(=O)c2sc3nc4c(C)cccc4cc3c2N)c(C#N)c1C	6	53*	-8	0.4	0	-1.0	3	388	9	0
COC(=O)N/N=C\c1ccc(OC(=O)c2ccco2)cc1	-13	12	-4	-0.1	-3	-0.7	1	100	-3	-3
CCOCC(=O)Nc1ccc(S(=O)(=O)N2CCOCC2)cc1	-12	11	-4	0.1	0	-0.3	2	102	27	2
O=C(CN1CCCCC1)Nc1nc(-c2ccc(Cl)cc2)cs1	-5	/	-19	0.3	-1	-0.8	-1	97	-3	-7
O=C(c1ccccc1)c1ccc2nc(N3CCCCC3)c3nncn3c2c1	0	-5	-4	0.1	-4	-0.1	1	99	4	14
COc1cc(CCCN2C(=O)C(=O)NC[C@H]2Cc2cccc3ccccc23)cc(OC)c1OC	1	/	-8	-0.1	14	2.8	-2	102	14	8
CCOc1ccc(N=Nc2c(C)noc2C)cc1	4	3	0	0.0	6	-2.0	0	95	-3	1
CCOc1ccc(NC(=O)COc2nsnc2N2CCCCC2)cc1	-10	/	-7	0.1	2	9.0*	2	100	-2	-7
CCN(Cc1ccccc1OC)CC1CCCN(CCc2cccc(OC)c2)C1 (configuration not stated)	-6	-3	-19	-0.2	-4	-2.0	0	103	1	5
CCCN1CCN(C(=O)c2ccccc2-c2nc3ccccc3s2)CC1	6	1	6	-0.3	0	1.3	-3	92	0	1
Cc1ccc(NC(=O)COc2ccccc2C(N)=O)cc1S(=O)(=O)N1CCCCCC1	5	-8	-2	2.5	9	-0.9	-5	95	11	-12
COc1cc(-c2nn3c(-c4cccnc4)nnc3s2)cc(OC)c1OC	3	10	-11	-0.2	3	-0.4	-1	97	-1	30
CC1=C(C(=O)OCC2CCCO2)C(c2coc3ccc(C)cc3c2=O)C2=C(CCCC2=O)N1 (configuration not stated)	1	-28	-5	0.1	-4	-1.1	-3	98	2	-1
Cc1cccc(N2CCN(S(=O)(=O)c3ccc4c(c3)CCC(=O)N4)CC2C)c1 (configuration not stated)	-11	3	-8	0.2	3	1.6	0	102	-2	-8
Cc1ccc2nc(C)c3c(c2c1)OC(C(C)(Cl)Br)C3 (configuration not stated)	-6	-7	1	0.8	2	1.1	-1	97	15	-11
C/[N+]([O-])=C\C1C(=O)CCCC1=O	6	0	-3	1.5	-1	0.5	0	97	25	0
Cc1ccc(C(=O)CSc2nnc(-c3ccco3)n2C)cc1	-6	/	0	-0.1	1	1.1	7	96	1	-7
O=C(COC(=O)c1ccc(Cl)c(S(=O)(=O)N2CCCC2)c1)NC1CCCC1	-1	/	/	0.9	-2	-0.2	3	95	-2	-9
Cn1c(=O)c2c(ncn2CC(=O)NC2CCCCC2)n(C)c1=O	8	1	-6	-0.2	2	-0.9	0	97	-1	2
C=C1C[C@H](O)[C@@H]2[C@H](OC(=O)[C@H]2C)[C@H]2[C@H](C)[C@@H](O)C[C@@H]12	-2	0	-5	-0.1	2	-1.9	1	89	2	2

Gathered by group: the entries above with a furan ring, fused or not (2)
SMILES	PDI turbidity	Vif imaging	CaV13 FRET inh	aDG glyco up	m5-HT2A agonist	MC4R barr agon	Glyco luc inh	ABCB6 inh 2	MC4R antag cAMP	H9c2 protect
COC(=O)N/N=C\c1ccc(OC(=O)c2ccco2)cc1	-13	12	-4	-0.1	-3	-0.7	1	100	-3	-3
Cc1ccc(C(=O)CSc2nnc(-c3ccco3)n2C)cc1	-6	/	0	-0.1	1	1.1	7	96	1	-7

The listing continues:
SMILES	PDI turbidity	Vif imaging	CaV13 FRET inh	aDG glyco up	m5-HT2A agonist	MC4R barr agon	Glyco luc inh	ABCB6 inh 2	MC4R antag cAMP	H9c2 protect
COc1ccc(NC(=O)C2CCC(CNc3c(N4CCCCC4)c(=O)c3=O)CC2)cc1OC (configuration not stated)	3&6	-1	-7&-6	-0.2&0.0	1&-1	-1.6&-0.1	0&0	102&101	8&1	-6&7
Cc1cc(/C=N/NC(=O)c2ccccc2F)c(C)n1-c1ccccc1	-5	-4	-20	0.0	-4	-3.0	-7	96	0	6
Cn1c(NC(=O)CCc2ccccc2)cc(=O)n(C)c1=O	1	-3	-7	0.0	3	1.0	1	103	16	-18
COc1ccc(-c2ncc(CN3CCN(CCC(C)C)C(CCO)C3)cn2)cc1 (configuration not stated)	-10	-1	-4	0.3	0	-1.4	-4	97	-4	-1
CC1(C)NC(=O)N(CCCCOc2ccc3c(c2)CCC3)C1=O	-1	-4	-9	0.1	-3	-1.6	-1	107	6	-10
CCOc1ccc(NC(=O)CCN2CCN(C)CC2)cc1	7	17	-3	0.0	0	0.5	0	97	5	-2
CCOc1ccc(N(C)S(=O)(=O)c2cc(-c3cc(C)no3)ccc2CC)cc1	-4	-5	-3	0.0	0	0.7	-8	95	7	-10
COc1cc(C=CC(=O)c2ccccc2)cc(OC)c1OC	/	5	-4	-0.3	-2	/	1	99	/	3
O=C(c1ccccc1)c1ccncc1	-2	-1	-5	-0.1	-3	-0.5	0	100	-1	1
O=C(/C=C/c1ccccc1)c1cc(Br)ccc(=O)c1O	-2	-8	-5	-0.2	2	-0.5	6	106	-1	44
CN(C)C(=O)c1ccc(NC(=O)c2cccc(S(=O)(=O)N3CCCCCC3)c2)cc1	-1	?	-2	0.3	-2	-0.8	-5	96	0	-9
COc1ccc(C)cc1NC(=O)C1CCCN1S(=O)(=O)c1ccccc1F (configuration not stated)	-4	?	-5	0.1	1	-0.6	2	96	9	-2
CC(C)NC(=S)Nc1ccc(Oc2ccccc2)cc1	2	-14	/	0.1	-3	1.8	-6	99	10	-10
CC(O)(CS(=O)(=O)Cc1ccccc1)c1ccccc1 (configuration not stated)	-6	-1	-20	-0.1	0	-2.4	-1	99	8	2
CC(C)Cn1c(SCC(=O)NC(=O)NC2CCCC2)nc2ccccc21	-4	-9	-8	0.4	3	0.7	-6	96	9	-7
CCOc1ccc(NC(=O)C/C(N)=N/O)cc1	-2	-7	/	0.1	-2	-1.3	1	100	-4	-1
CCc1ccc(CN2CCCC(CCC(=O)N3CCN(c4ccccn4)CC3)C2)o1 (configuration not stated)	1	-1	-4	0.0	-3	-0.4	-2	97	-8	1
COc1ccc(C(=O)NCS(=O)(=O)c2ccc(C)cc2)cc1	-3	-5	-4	-0.1	1	-1.9	5	97	2	-2
Cc1ccc(-c2cc(C(=O)NCc3ccccn3)no2)cc1	-3	-1	-7	0.1	1	-1.8	-1	100	14	-1
CC(C)Cc1cc(C(=O)O)n[nH]1	1	10	-4	-0.1	-1	-1.0	0	95	1	2
COc1cccc(CC(=O)Nc2ccc3nc(C)sc3c2)c1	1	9	17	0.6	-1	2.5	-1	104	7	0
COC(=O)c1ccc(NC(=O)CSc2nnc(CNc3ccc(OC)cc3)n2C)cc1	-3	-28	/	-0.1	-1	-0.8	0	105	2	8
O=C(Nc1ccc(F)cc1)Nc1ccccc1N1CCCCC1	14	-9	-7	0.1	3	3.6	-4	88	2	-13
COc1ccccc1CNC(=O)C(=O)c1cn(CC(=O)N2CCCC2)c2ccccc12	-2	/	-2	-0.2	-3	-1.8	1	98	3	-2
CC(=O)Nc1ccc(-c2ccnc3c2CC(C)(C(=O)Nc2cccc(C(F)(F)F)c2)O3)cc1 (configuration not stated)	-1	/	-5	1.5	-5	-1.1	-9	98	9	43
Cc1nc2ccccc2c(=O)n1NC(=O)Nc1ccccc1	-2	/	-10	0.0	1	-2.1	3	93	3	5
CC(C)CC(NS(=O)(=O)c1cc(C(=O)O)ccc1Cl)C(=O)O (configuration not stated)	7	-1	-3	-0.4	7	1.2	1	90	0	0
CCn1c(=O)cc(OCC(=O)Nc2ccc3c(c2)OCCO3)c2ccccc21	-3	2	-6	-0.3	-6	-0.7	3	91	1	22
CC(NC(=O)COC(=O)c1cc(S(=O)(=O)N2CCOCC2)ccc1F)c1ccccc1 (configuration not stated)	-5	22	-9	-0.2	10	-2.4	0	98	3	-4
C#CCNc1ccc([N+](=O)[O-])cc1	11	17	-14	0.1	-4	-2.8	3	100	12	-8

Assay outcomes: PubChem, several laboratories
